Screening results (PubChem)
phage Ecoli inh: growth loss of phage-infected E. coli, primary screen, RecBCD inhibitor project, absorbance, with phage, HTS; 360,000 compounds, 0.26% hits; inhibition, % at 11.9 µM; AID 651602, 2012; in the data active = inhibition above about 11%
E coli growth: E. coli V3065 growth inhibition, primary screen, counter-screen for AddAB inhibitor project, absorbance, OD600. 18 h. inhibition, % at 11.9 µM. 330,000 compounds, 0.27% hits. AID 449728, 2010;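 active = inhibition above the campaign's mean inhibition across all tested compounds plus 3 SD, cut at about 9.9% in these data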;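 also: uninfected addAB+ strain grown without phage in ampicillin broth; 0% = DMSO wells and 100% = ciprofloxacin 0.95 µg/ml wells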
AddAB inh: growth inhibition of E. coli expressing H. pylori AddAB, primary screen, AddAB inhibitor project, absorbance. inhibition, % at 11.9 µM. 330,000 compounds, 0.29% hits. AID 435030, 2010; in the data active = inhibition above about 12%;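 also: 0% = vehicle wells of infected cells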
Tat transport: E. coli Tat export inhibitors, primary screen, MC4100, TorA-mCherry reporter, fluorescence, single point. inhibition, % at 10 µM. 340,000 compounds, 0.036% hits;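 active = mean replicate inhibition at least 50% and at least half of replicates individually reaching 50%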;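 also: exported cargo escapes ClpAP degradation while cytoplasmic cargo is degraded and loses fluorescence; 0% = median of neutral control wells and 100% = median of NaSCN control wells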
CAL PDZ FP: CAL PDZ peptide-binding inhibitors, primary screen, biochemical, fluorescence polarization, Cer-tagged CAL PDZ, HTS | inhibition, % at 20 µM | AID 504414, 2011 | 330,000 compounds, 0.02% hits | Golgi-associated PDZ and coiled-coil motif-containing protein (Homo sapiens), Q9HD26 | purified CAL PDZ, TMR-peptide fluorescence polarization, 1 h;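 active = highest replicate inhibition of at least 40%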;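 also: plate controls were DMSO neutral control wells for no effect and unlabeled competitor peptide control wells for full effect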
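Control set: unlabelled peptide and DMSO controls / Material: purified CerCALP PDZ construct / Timing: 1 h incubation at room temperature before polarization reading / Doses: 20 µM, one dose / Detection: fluorescence polarization (mP)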
PfHsp90 set2: growth inhibition of PfHsp90-expressing yeast, primary screen, antimalarial PfHsp90 inhibitor project, S. cerevisiae, BacTiter-Glo luminescence, single point, set 2 | inhibition, % at 9.4 µM | 310,000 compounds, 0.32% hits | BacTiter-Glo ATP, 48 h; yeast lacking PDR1 and PDR3 efflux regulators;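 active = every replicate shows inhibition above about 80%, whatever the replicate mean, limit read from the data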;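 also: 0% = DMSO neutral controls and 100% = 20 µM radicicol positive controls; yeast relying on Plasmodium falciparum Hsp90 in place of its own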
Rtt109 HAT inh: inhibitors of C. albicans Rtt109/Vps75 HAT, primary screen, biochemical, ThioGlo CoA-SH fluorescence, plate reader; Histone acetyltransferase RTT109 (Candida albicans (strain SC5314 / ATCC MYA-2876)), …; purified Rtt109/Vps75, 4 h; inhibition, % at 34.9 µM; 330,000 compounds, 0.16% hits; AID 540336, 2011;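 active = inhibition of at least 50% in every replicate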
Target sequence (Q5AAJ8 whole entry, looked up): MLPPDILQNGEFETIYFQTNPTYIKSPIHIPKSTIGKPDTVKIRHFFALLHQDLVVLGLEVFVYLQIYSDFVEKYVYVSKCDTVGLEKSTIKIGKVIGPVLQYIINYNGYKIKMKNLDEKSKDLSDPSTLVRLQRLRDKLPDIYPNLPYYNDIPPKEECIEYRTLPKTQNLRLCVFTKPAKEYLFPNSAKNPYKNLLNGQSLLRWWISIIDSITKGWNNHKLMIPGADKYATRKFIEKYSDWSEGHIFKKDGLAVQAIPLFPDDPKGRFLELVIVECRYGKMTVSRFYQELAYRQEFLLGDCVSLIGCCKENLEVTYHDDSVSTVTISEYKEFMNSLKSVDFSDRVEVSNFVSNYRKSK
Wnt bcat act: Wnt/beta-catenin pathway activators, primary screen, cell-based, plate reader, single point; 300,000 compounds, 1.2% hits; Wnt/beta-catenin reporter cell assay, activator; activation, % at 9.35 µM; in the data active = activation above about 30%, passing the limit was not always enough;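 also: 0% = neutral control wells and 100% = positive control wells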
PvdQ inh: P. aeruginosa PvdQ acylase inhibitors, primary screen, biochemical, fluorescence, plate reader and imaging, single point. inhibition, % at 10 µM. AID 488965, 2010. purified PvdQ acylase. 340,000 compounds, 0.063% hits. PvdQ acylase [Pseudomonas aeruginosa LESB58]; in the data active = inhibition above about 30%, passing the limit was not always enough;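 also: 0% = vehicle neutral wells and 100% = reference inhibitor wells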
DAGLB inh: DAGLB lipase inhibitors, primary screen, biochemical, fluorescence, HTS. HEK293T DAGLB membrane lysate, EnzChek fluorogenic substrate. inhibition, % at 5.17 µM. 340,000 compounds, 0.059% hits; in the data active = inhibition above about 34%;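 also: 0% = enzyme with vehicle and 100% = wells lacking enzyme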
Target sequence (Q8NCG7 whole entry, looked up): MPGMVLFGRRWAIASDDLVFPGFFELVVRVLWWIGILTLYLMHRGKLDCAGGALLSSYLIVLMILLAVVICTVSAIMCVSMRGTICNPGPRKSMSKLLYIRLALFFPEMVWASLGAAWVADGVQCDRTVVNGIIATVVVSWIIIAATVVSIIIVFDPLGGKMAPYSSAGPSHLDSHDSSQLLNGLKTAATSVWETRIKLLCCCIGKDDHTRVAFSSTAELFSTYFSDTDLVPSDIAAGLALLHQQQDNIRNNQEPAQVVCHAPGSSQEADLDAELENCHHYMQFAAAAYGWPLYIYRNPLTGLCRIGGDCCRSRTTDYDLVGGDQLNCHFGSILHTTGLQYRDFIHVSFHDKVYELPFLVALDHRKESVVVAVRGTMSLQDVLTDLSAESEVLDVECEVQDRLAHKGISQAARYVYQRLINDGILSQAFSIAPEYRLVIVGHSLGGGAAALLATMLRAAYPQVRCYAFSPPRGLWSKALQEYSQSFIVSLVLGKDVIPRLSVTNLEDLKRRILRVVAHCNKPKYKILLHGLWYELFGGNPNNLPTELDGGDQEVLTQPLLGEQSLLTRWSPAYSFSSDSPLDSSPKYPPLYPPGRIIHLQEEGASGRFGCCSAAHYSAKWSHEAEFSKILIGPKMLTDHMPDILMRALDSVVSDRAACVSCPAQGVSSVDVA
Active calls of the source: *; x = no result given.

SMILES | phage Ecoli inh | E coli growth | AddAB inh | Tat transport | CAL PDZ FP | PfHsp90 set2 | Rtt109 HAT inh | Wnt bcat act | PvdQ inh | DAGLB inh
N#Cc1c(N)oc(-c2ccccc2)c1-c1ccccc1 | 1.1 | 0.4 | 3.6 | 2 | -0.1 | -6 | 5 | -5 | -7 | 2
Cn1c(SCC(=O)Nc2sccc2C(N)=O)nnc1-c1ccncc1 | -0.6 | -2.8 | -0.2 | 3 | 0.2 | -16 | 4 | -1 | -2 | 2
CN1C(=O)c2ccc(NC(=O)CCS(=O)(=O)c3ccccc3)cc2C1=O | -0.6 | -0.1 | -1.2 | -1 | -0.5 | x | -30 | -1 | -4 | 1
COc1ccccc1C(=O)NNC(=O)c1ccc(Br)o1 | 2.4 | -0.9 | 0.4 | -3 | -5.2 | 11 | -5 | 13 | -3 | -1
Cc1ccc(NC(=O)c2cc(S(=O)(=O)N3CCCC3)c[nH]2)c(C)c1 | 4.3 | -0.7 | 2.6 | 5 | -2.0 | 8 | 9 | 1 | -4 | -2
COCCCNC(=O)CCc1nc(-c2ccccc2Cl)no1 | 2.9 | -0.2 | 0.4 | 5 | -3.0 | x | -5 | x | -11 | -1
CC1CN(S(=O)(=O)c2ccc(NC(=O)c3cc(-c4ccccc4O)n[nH]3)cc2)CC(C)O1 (stereo unspecified) | 2.6 | 0.0 | 1.6 | -5 | -0.7 | x | 3 | -7 | 6 | -3
COCCOC(=O)c1c(C)oc2ccc(OCC=C(C)C)cc12 | -0.5 | -2.3 | -0.8 | 12 | -0.4 | 17 | -5 | 0 | -7 | -13
COc1ccc(-c2nn3cnnc3s2)cc1OC | 2.5 | 1.4 | -0.3 | -4 | -1.5 | -3 | 11 | -2 | 1 | 1
CC1=NC(C(F)(F)F)(C(F)(F)F)C2=C(CC(C)(C)CC2=O)N1Cc1ccco1 | 0.4 | -1.4 | 0.1 | 3 | -0.1 | 21 | 9 | x | 7 | -2
O=C(CSc1nnc(Cc2cc(=O)[nH]c(=O)[nH]2)n1-c1ccccc1)N1CCCc2ccccc21 | 3.2 | 2.5 | 4.6 | 3 | -2.0 | -4 | 3 | -4 | 7 | -4
CCN(CC)S(=O)(=O)c1ccc(S(=O)(=O)N2CCCC(C(=O)NC3CC3)C2)cc1 (stereo unspecified) | 3.1 | 0.1 | 0.2 | 6 | -0.1 | -2 | -9 | 3 | -4 | -2
O=C(NCCO)C1(c2ccccc2)CCCC1 | 0.6 | 0.2 | 2.1 | 10 | -0.1 | 6 | 5 | x | -11 | -1
CCCN(CC1CC1)C(=O)COC(=O)c1ccc(C)cc1O | 4.0 | 0.2 | -2.8 | -2 | 0.2 | x | -1 | -6 | 1 | -2
COc1cc(NC(=O)Nc2cccc(Cl)c2)c(OC)cc1NC(=O)CN1CCCCC1 | -0.1 | 2.9 | 2.0 | -16 | -0.9 | 0 | -4 | -3 | -12 | 2
COc1ccc(CN2CCN(S(=O)(=O)c3ccc(F)cc3)CC2)c(OC)c1OC | 1.7 | -0.7 | -0.2 | -2 | -0.4 | -31 | 2 | x | -10 | -7
Cc1cc(C)c(NC(=O)COc2nc3ccccc3nc2C)c(C)c1 | 1.2 | -1.4 | 0.2 | -9 | 0.4 | 7 | -4 | -2 | -16 | 0
Cc1nc(-c2ccc(NC(=O)c3ccc(Br)o3)cc2)cs1 | 2.3 | 0.7 | 3.2 | -6 | -2.1 | 24 | -1 | 24 | -15 | -2
Nc1ccnc(Oc2ccc(F)cc2)c1 | 1.8 | -0.6 | 0.3 | 8 | -1.7 | -7 | 5 | 5 | -4 | -1
CCOC(=O)c1cc(C(=O)NN)c(=O)[nH]c1C | 2.8 | 1.1 | 2.8 | -7 | -1.4 | -4 | -7 | 8 | -14 | 1
COc1ccc(NC(=O)CS(=O)(=O)c2ccc(C)cc2)c(OC)c1 | 1.0 | 0.1 | 0.4 | 6 | -0.5 | 6 | -3 | 0 | -9 | 2
Cc1ccc(NC(=O)CCS(=O)(=O)c2ccc3c(c2)NC(=O)C(C)S3)cc1Cl (stereo unspecified) | 1.6 | 0.4 | 1.0 | -5 | -2.5 | 2 | 3 | -1 | -10 | 4
Cc1ccc(Cl)c(NC(=O)CN2CCNC(=O)C2)c1Cl | 0.1 | 1.3 | -0.3 | -1 | 0.3 | 6 | 2 | 0 | 5 | -4
CN(C)S(=O)(=O)Oc1ccc(C(=O)Nc2cccc(C(F)(F)F)c2)cc1 | 4.4 | 2.4 | 3.7 | -4 | -0.4 | 15 | x | -3 | -11 | -3
O=C(NNC(=O)c1cccc(O)c1)Nc1ccc([N+](=O)[O-])cc1 | 4.8 | 1.1 | 2.5 | 2 | -0.1 | -29 | 0 | 2 | -1 | 0
COC(=O)[C@H]1Cc2cnoc2C[C@]1(C)C(=O)O | 2.8 | 0.1 | 1.2 | -6 | -1.9 | 4 | 1 | x | -9 | 2
Cc1ccc(SCC(=O)c2c(C)nc3ccccn23)cc1 | 4.1 | 0.3 | 2.6 | -3 | 4.9 | 4 | 15 | -2 | 8 | -2
NNC(=O)CSCc1ccc(Cl)cc1Cl | 4.3 | -2.7 | 1.6 | 6 | -2.8 | 38 | 19 | -4 | 13 | 0
Cc1ccc(-c2noc(CCC(=O)N3CCN(c4cc(C)ccc4C)CC3)n2)cc1 | 1.7 | -1.2 | 0.7 | 21 | -0.2 | 0 | -1 | -1 | -11 | -12
CS(=O)(=O)N1CCc2cc(C(=O)N3CCOCC3)ccc21 | 2.0 | 1.2 | 1.6 | 4 | -0.5 | 4 | 1 | -2 | -1 | -1
CC(C)c1nccn1S(=O)(=O)c1cc([N+](=O)[O-])ccc1Cl | 4.6 | -1.8 | -0.8 | 1 | -1.6 | 12 | -3 | x | -3 | -1
COc1cccc(C(=O)Nc2nc(-c3ccc(S(=O)(=O)N4CCOCC4)cc3)cs2)c1 | 3.4 | 0.3 | 3.3 | -4 | -0.7 | -8 | 11 | -2 | 3 | -3
CCOc1ccc(C(=O)/C=C/Nc2ccc(S(=O)(=O)Nc3cc(C)nc(C)n3)cc2)cc1 | -2.0 | 2.8 | 7.9 | x | x | x | x | 5 | x | x
O=C(CSc1ccc(-c2ccco2)nn1)Nc1cccc(F)c1 | 3.8 | 3.1 | 1.5 | 1 | -0.1 | -7 | 2 | 1 | -15 | 0
O=C(NCc1ccccc1F)C1CCCN1C(=O)NCc1ccccc1 (stereo unspecified) | 2.3 | -1.6 | -1.1 | 2 | -1.3 | -57 | 3 | 1 | -8 | 1
N#C/C(=C(/O)CN1CCOCC1)c1nc2ccccc2s1 | 0.6 | -0.4 | 2.6 | -2 | -1.4 | 3 | 7 | 0 | 12 | -5
O=S(=O)(c1ccc(F)cc1)N1CC2CCCN2c2ccc(C(F)(F)F)cc21 (stereo unspecified) | 1.2 | 2.1 | 1.3 | 16 | -2.0 | 16 | -4 | x | -1 | -1
CCOc1ccc(N2CC(C(=O)NCCc3ccc(OC)c(OC)c3)CC2=O)cc1 (stereo unspecified) | 2.8 | x | x | -3 | 0.5 | -16 | -4 | x | -11 | 1
COc1ccccc1NS(=O)(=O)c1ccc2c(c1)N(C(C)=O)CC(C)S2 (stereo unspecified) | 0.3 | -1.5 | 1.2 | -2 | -3.6 | 29 | -6 | -2 | -17 | -3
CC(C)OCCCNC(=O)CCSc1ccc(Cl)cc1 | -9.1 | -3.0 | -0.1 | -7 | -0.1 | -3 | 5 | x | 3 | 1

An excerpt from above in order of formula weight, rising.
SMILES | phage Ecoli inh | E coli growth | AddAB inh | Tat transport | CAL PDZ FP | PfHsp90 set2 | Rtt109 HAT inh | Wnt bcat act | PvdQ inh | DAGLB inh
CC(C)OCCCNC(=O)CCSc1ccc(Cl)cc1 | -9.1 | -3.0 | -0.1 | -7 | -0.1 | -3 | 5 | x | 3 | 1
Cc1ccc(-c2noc(CCC(=O)N3CCN(c4cc(C)ccc4C)CC3)n2)cc1 | 1.7 | -1.2 | 0.7 | 21 | -0.2 | 0 | -1 | -1 | -11 | -12
CCOc1ccc(N2CC(C(=O)NCCc3ccc(OC)c(OC)c3)CC2=O)cc1 (stereo unspecified) | 2.8 | x | x | -3 | 0.5 | -16 | -4 | x | -11 | 1

Going on with the list:
SMILES | phage Ecoli inh | E coli growth | AddAB inh | Tat transport | CAL PDZ FP | PfHsp90 set2 | Rtt109 HAT inh | Wnt bcat act | PvdQ inh | DAGLB inh
CC(=O)Nc1ccc(C(=O)OCC(=O)N2CC3(C)CC2CC(C)(C)C3)cc1 (stereo unspecified) | 2.2 | -5.5 | -2.5 | 3 | -0.2 | 10 | -4 | -4 | -5 | 0
Cc1nnc(SCC2=C(C(=O)O)N3C(=O)C(NC(=O)Cn4nc(C(F)F)cc4C)C3SC2)s1 (stereo unspecified) | 4.1 | -1.0 | 2.9 | -7 | 0.7 | -42 | x | 1 | -13 | -1
CC1(C)OC1COc1c2ccoc2cc2oc(=O)ccc12 (stereo unspecified) | 1.4 | 0.8 | 2.5 | 6 | -2.3 | -10 | -10 | 3 | -3 | -2
CC(=O)NCC(=O)OCC(=O)c1ccc2ccccc2c1 | 2.5 | -1.0 | 3.1 | 9 | 0.2 | 32 | -1 | x | -16 | -4
O=C(COc1ccc2c(C(F)(F)F)cc(=O)oc2c1)Nc1ccc2c(c1)OCCO2 | 0.1 | -1.5 | -1.6 | -1 | 0.1 | x | 8 | x | -12 | 2
CC1CN(C(=O)C2CCCC2)C(C)CN1C(=O)C1CCCC1 (stereo unspecified) | 1.6 | 0.0 | 2.1 | 3 | -0.5 | -15 | -5 | -2 | -6 | -2
CCN1C(=O)/C(=C/c2cn(C)nc2C)SC1=S | 2.4 | -2.1 | -0.3 | -4 | -0.5 | -6 | 2 | x | -16 | -1
COc1ccc(NC(=O)c2cc(-c3ccco3)nc3ccccc23)cc1 | 3.3 | -0.8 | 1.1 | -1 | -0.4 | 6 | -18 | -1 | -9 | -1
O=C(NCc1cccnc1)Nc1cccc(C(F)(F)F)c1 | 2.4 | x | x | 11 | -1.6 | 5 | 5 | 0 | 7 | -2
COc1ccc(CNC(=O)c2ccccc2C(=O)O)cc1 | 2.2 | 0.1 | 1.1 | 19 | -0.7 | 1 | 4 | 5 | -2 | -2
Nc1c(C(=O)C2CC2)sc2nc3c(cc12)CCC3 | 2.8 | 0.8 | -1.4 | 2 | -0.3 | 32 | -34 | 8 | -25 | -3
COc1ccc(NC(=O)Cc2ccc(C)cc2)cc1S(=O)(=O)N1CCCCC1 | 3.5 | -1.7 | 0.2 | 3 | 1.2 | -5 | -17 | -4 | -16 | -2
COc1ccc(C(=O)OCC2CC(c3ccccc3)N(C)O2)cc1 (stereo unspecified) | 1.7 | -2.2 | -1.9 | 39 | -3.2 | -14 | 0 | -3 | -4 | -4
CCOC(=O)C(C)N1C(=O)S/C(=C/c2ccc3c(c2)n(C)c(=O)n3C)C1=O (stereo unspecified) | 1.8 | -0.3 | -0.2 | 6 | -3.8 | 11 | 54* | 11 | 1 | -1
CCCCCCNCc1c(F)cccc1Cl | 0.6 | -0.2 | 0.9 | 1 | -1.2 | -10 | -5 | x | -14 | 0
Cc1ccc(OCC(=O)NC2CC(C)(C)NC(C)(C)C2)cc1C | 3.9 | -0.6 | -1.3 | -10 | 0.2 | 7 | -2 | -20 | 10 | -2
